Screening data (PubChem)
HCV inhibitor = inhibitors of hepatitis C virus infection | Huh7.5.1 HCVcc-Cre infection, luciferase reporter, 44 h | 340,000 compounds, 3.4% hits | AID 651820 | Potency, µM (top dose mostly 41.8 µM), inactives show at the highest dose activity change, negative = inhibition, hits mostly inhibitors; note: potency is the fitted concentration of half-maximal effect; % is set by controls: 0 for no effect and ±100 for the full control effect
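Seed cells (1,000/well) for 4 h; treat with compound and infect with HCVcc-Cre, moi about 0.5. Incubate 44 h, then detect luciferase activity.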
Pf growth 48h = P. falciparum growth inhibition at 48 hours (one generation); P. falciparum luciferase growth in erythrocytes, 48 h; Potency, µM (top dose mostly 28.7 µM), for inactives: at the top dose activity change, negative = inhibition, usual class: inhibitors; 310,000 compounds, 5.9% hits; AID 504832; note: potency is the fitted concentration of half-maximal effect; % is set by controls: 0 for no effect and ±100 for the full control effect
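Growth was read as firefly luciferase luminescence after a 48 h, 37 C, 5% CO2 exposure of compounds to reporter-bearing P. falciparum cultures (0.1% parasitemia, 2% hematocrit final) in Albumax-supplemented RPMI 1640.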
Pf growth 96h = P. falciparum growth inhibition at 96 hours; P. falciparum luciferase reporter growth, 96 h; Potency, µM (highest dose often 28.7 µM), for the others: at the highest dose activity change, negative = inhibition, hits mostly inhibitors; 320,000 compounds, 6.9% hits; AID 504834; note: potency is the fitted concentration of half-maximal effect; % is set by controls: 0 for no effect and ±100 for the full control effect
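Compounds incubated with erythrocytes infected by luciferase-expressing P. falciparum (2% hematocrit, 0.05% parasitemia final) for 96 hours, 37 C in 5% CO2. Growth inhibition scored as decreased luciferase luminescence.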
Giardia FBPA inh = blocks Giardia fructose-bisphosphate aldolase activity | A8B2U2 | purified Giardia FBPA | Potency, µM (doses to about 59.6 µM), for the others: top-dose activity, negative = inhibition, most hits filed as inhibitors | 290,000 compounds, 0.71% hits | AID 2451; note: potency is the fitted concentration of half-maximal effect; % is set by controls: 0 for no effect and ±100 for the full control effect; nearly all actives have a fitted effect of over 55% in size
Target sequence (A8B2U2 whole entry, looked up): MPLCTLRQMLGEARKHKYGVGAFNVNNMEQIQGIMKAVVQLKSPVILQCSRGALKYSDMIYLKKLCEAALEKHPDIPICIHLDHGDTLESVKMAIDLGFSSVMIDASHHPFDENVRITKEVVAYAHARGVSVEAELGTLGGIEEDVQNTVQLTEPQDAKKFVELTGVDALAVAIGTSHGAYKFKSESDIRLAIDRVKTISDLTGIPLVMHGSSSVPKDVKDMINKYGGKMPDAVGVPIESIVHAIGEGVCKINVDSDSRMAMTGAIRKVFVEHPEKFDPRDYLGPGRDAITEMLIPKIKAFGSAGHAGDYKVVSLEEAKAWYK
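40 nM FBPA preincubated 10 min at RT with compound (up to 57.5 uM final), then substrate plus GAPDH/TPI/NAD/arsenate coupling and diaphorase/resazurin added. Fluorescence read after 20 min at RT, 525/598 nm.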
Cycloheximide cs = counter-screen hit for Shiga toxin inhibitors, cycloheximide. cell reporter, cycloheximide protein synthesis inhibition counterscreen. max response, %. 300,000 compounds, 12% hits. AID 2314; in the data active = max response mostly above about 13%, no sharp cut-off; inactive = mostly below about 14%; note: read at 38.3 µM for the half of the compounds with a filed dose; 0% is about no effect
Shiga toxin inh = inhibitors of Shiga toxin in Vero cells | Vero cells, Shiga toxin protein synthesis inhibition reporter | inhibition, % at 38.7 µM | 290,000 compounds, 9.2% hits | AID 2315; in the data active = inhibition mostly above about 28%, no sharp cut-off; inactive = mostly below about 43%; note: 0% is about no effect
Starred values were filed as active, the others as inactive; ? = inconclusive; · = no result given; [ ] = remark or other dose. Unless noted, calls come from the whole dose curve; as a rule, active = well fitted curve in the direction sought with a large enough effect; inconclusive = small, poorly fitted or top-dose-only effect, or another doubt; inactive = no such curve, though single readings can be large; an effect the other way counts as inactive or inconclusive.

Short keys – A = HCV inhibitor; B = Pf growth 48h; C = Pf growth 96h; D = Giardia FBPA inh; E = Cycloheximide cs; F = Shiga toxin inh
1) O=C(c1ccccc1)c1cc(-c2ccccn2)c(N2CCOCC2)s1
  A = -24%	B = ?	C = -15%	D = -5%	E = -2	F = -4

2) Cc1c2c(nc3nnnn13)CCCC2
  A = 7%	B = 16%	C = -1%	D = 4%	E = 7	F = -6

3) CCC1(C)CC(C(N)=S)CCO1 (configuration not stated)
  A = 23%	B = 10%	C = 23%	D = 2%	E = 1	F = 10

4) CCSCCC(NC1=CC(=O)CC(C)(C)C1)C(=O)O (configuration not stated)
  A = -5%	B = 32%[activator]	C = ?	D = -15%	E = 18	F = 37

5) Cc1nnc(NC(=O)CSc2nnc(Cc3cccn3C)n2-c2ccccc2)s1
  A = 1%	B = -16%	C = -17%	D = -4%	E = 1	F = 8

6) CCOc1ccc(CCNC(=O)c2nn(C)c3c2CS(=O)(=O)c2ccccc2-3)cc1OCC
  A = 6.3µM*	B = ?	C = 11%	D = ·	E = -2	F = -3

7) CC1CCc2c(sc3ncn(CCO)c(=O)c23)C1 (configuration not stated)
  A = 1%	B = 51%[activator]	C = ?	D = 6%	E = 38*	F = 64*

8) O=C(NCC1CCCO1)c1ccc(S(=O)(=O)N2CCC(c3nc4ccc(Cl)cc4[nH]3)CC2)cc1 (configuration not stated)
  A = -26%	B = 13µM*	C = -26%	D = -21%	E = -3	F = -1

9) Cn1cnc2cc(NC(=O)COc3ccccc3)ccc21
  A = 13%	B = 79%[activator]	C = -1%	D = 8%	E = 38*	F = 76*

10) CC(CCc1ccccc1)NC(=O)COC(=O)c1cccc2ccccc12 (configuration not stated)
  A = -4%	B = 2%	C = -10%	D = -1%	E = -8	F = -10

11) O=C(N/N=C/c1cn(-c2ccccc2)nc1-c1cc2ccccc2o1)c1c[nH]c2ccccc12
  A = 11µM*	B = 3.3µM*	C = ?	D = -1%	E = 45*	F = 133*

12) Cc1nn(-c2ccccc2)c(C)c1/C=N/n1c(-c2ccccc2Br)n[nH]c1=S
  A = -20%	B = 0%	C = 10%	D = 10%	E = 9	F = 15

13) COc1ccccc1N1CCN(/N=C/c2cc(OC)c(OC(C)=O)c(OC)c2)CC1
  A = 2%	B = -25%	C = ?	D = 1%	E = -3	F = ·

14) OCCNCCCCSc1ccc(Cl)cc1
  A = 10µM*	B = ?	C = 12%	D = ?	E = 9	F = 15

15) Cc1ccccc1C1NS(=O)(=O)N=C1N (configuration not stated)
  A = 8%	B = 12%	C = 196%[activator]	D = -12%	E = 6	F = -16

16) COC(=O)CCSCC(=O)Nc1ccc(C)c(S(=O)(=O)N2CCCCC2)c1
  A = 1%	B = -26%	C = 4%	D = 1%	E = -2	F = 12

17) Cc1ccc(N(CC(=O)NCC2CCCO2)S(=O)(=O)c2ccc(Cl)cc2)cc1C (configuration not stated)
  A = 5%	B = ?	C = ?	D = ·	E = 10	F = -9

18) CCOC(=O)CSc1nnc([C@H](Cc2ccccc2)NC(=O)OC(C)(C)C)o1
  A = 8%	B = ?	C = ?	D = -1%	E = -3	F = 19

19) CCOc1cc(C2C3=C(CCCC3=O)N(CCC(=O)O)C3=C2C(=O)CCC3)ccc1OS(=O)(=O)c1ccc(C)cc1
  A = 7%	B = ?	C = ?	D = -19%	E = 0	F = 10

20) O=C1CN(C(=O)CNC(=O)c2cccc(Cl)c2)c2ccccc2N1
  A = 7%	B = 2%	C = -25%	D = 2%	E = -1	F = 5

21) CN(CC(=O)Nc1cccc(F)c1)C(=O)c1ccc(N2CCCC2)c([N+](=O)[O-])c1
  A = ?	B = 5%	C = 17%	D = ·	E = ·	F = ·

22) Cc1cccc(N2C(=O)CC(N3CCN(C(=O)c4ccccc4)CC3)C2=O)c1 (configuration not stated)
  A = 3%	B = 14%	C = -9%	D = 9%	E = 6	F = -7

23) Cc1c(C2(c3c(C)n(C)n(-c4ccccc4)c3=O)C(=O)Nc3ccc(F)cc32)c(=O)n(-c2ccccc2)n1C
  A = 9%	B = -23%	C = ·	D = 0%	E = 5	F = 4

24) CCc1cc(=S)n2c([nH]c3ccccc32)c1C#N
  A = -13%	B = 12%	C = 8%	D = 3%	E = 9	F = 52*

25) O=C(NCCc1ccccc1)C1CCN(C2CCN(C(=O)CC3=CCCCC3)CC2)CC1
  A = ?	B = ?	C = 3%	D = 0%	E = 6	F = 0

Values by screen from the entries so far:
Pf growth 48h for nos. 4 to 12: 32%[activator], -16%, ?, 51%[activator], 13µM*, 79%[activator], 2%, 3.3µM*, 0%

Reprinted at random: two records from the list, in no set order.
Short keys – A = HCV inhibitor; B = Pf growth 48h; C = Pf growth 96h; D = Giardia FBPA inh; E = Cycloheximide cs; F = Shiga toxin inh
22) Cc1cccc(N2C(=O)CC(N3CCN(C(=O)c4ccccc4)CC3)C2=O)c1 (configuration not stated)
  A = 3%	B = 14%	C = -9%	D = 9%	E = 6	F = -7

13) COc1ccccc1N1CCN(/N=C/c2cc(OC)c(OC(C)=O)c(OC)c2)CC1
  A = 2%	B = -25%	C = ?	D = 1%	E = -3	F = ·

Carrying on:
Short keys – A = HCV inhibitor; B = Pf growth 48h; C = Pf growth 96h; D = Giardia FBPA inh; E = Cycloheximide cs; F = Shiga toxin inh
26) CSCCC(NS(=O)(=O)c1ccc2c(c1)OCCO2)C(=O)NCCc1ccccn1 (configuration not stated)
  A = 13%	B = ·	C = ?	D = 2%	E = 6	F = -10

27) CCOc1ccccc1NC(=O)NC1CCCCCCC1
  A = -12%	B = -20%	C = ?	D = ·	E = 11	F = -4

28) COc1ccccc1CC(=O)Nc1cccc2ccccc12
  A = -9%	B = -7%	C = ?	D = 6%	E = -3	F = -10

29) O=C(NC(=S)N1CCCC1)c1ccccc1F
  A = 16%	B = -25%	C = -6%	D = ·	E = ·	F = ·

30) Cc1nc(S/C(=C/c2ccc(-c3cccc(Cl)c3)o2)C(=O)O)n[nH]1
  A = 19%	B = ?	C = -12%	D = -9%	E = 2	F = 11

31) Cc1ccc(C(=O)NC(=S)Nc2c(C)ccc3nsnc23)cc1
  A = -13%	B = -16%	C = 18%	D = ?	E = 25	F = 11

32) COc1ccc(OC)c(/C=N/NC2=NS(=O)(=O)c3ccccc32)c1
  A = 14%	B = -4%	C = 24%	D = 16µM*	E = 1	F = -12

33) CCN(CC)S(=O)(=O)c1ccc2oc(C(=O)NCc3ccc(F)cc3)c(C)c2c1
  A = ?	B = 8.3µM*	C = ·	D = -7%	E = -2	F = -8

34) COc1ccccc1C(=O)N/C(=C\c1cn(C)c2ccccc12)C(=O)NCCCn1ccnc1
  A = 2%	B = ?	C = ?	D = ·	E = -3	F = 15

35) CN(C)S(=O)(=O)c1cccc(NC(=S)N/N=C/c2cccc(O)c2)c1
  A = 7%	B = ?	C = ?	D = -9%	E = 18	F = 36

36) O=C(O)c1sccc1NC(=O)c1c(Cl)cccc1Cl
  A = 6%	B = 52%[activator]	C = 26%	D = 14%	E = -2	F = -9

37) O=C(O)Cn1cc2c(n1)CCCCC2
  A = 19%	B = 38%[activator]	C = -14%	D = 2%	E = -4	F = -11

38) CC(C(=O)NC1CCCC1)N(Cc1ccc2c(c1)OCO2)C(=O)c1snc(C(N)=O)c1N (configuration not stated)
  A = -27%	B = ?	C = 16%	D = 1%	E = 6	F = -9

39) O=C(O)C1CC=CCC1C(=O)c1ccccc1 (configuration not stated)
  A = 12%	B = -1%	C = -12%	D = 0%	E = -5	F = -23

40) Cc1cc(NC(=O)C2CC2)n(-c2nc3ccccc3s2)n1
  A = ?	B = 14%	C = 1%	D = 8%	E = 18*	F = 36*

41) COCc1cc(C)n(CC(=O)Nc2ccc(Cl)cc2Cl)c(=O)c1C#N
  A = -3%	B = ·	C = 28%	D = 0%	E = -4	F = -7

42) COc1ccc(C(=O)CC(=O)C(=O)Nc2ccccc2OC)cc1
  A = 4%	B = ·	C = 40%[activator]	D = -20%	E = 7	F = 27

43) O=C(O)c1c(N2CCCCC2)ccc([N+](=O)[O-])c1N1CCCCC1
  A = 9%	B = 26%	C = 9%	D = 6%	E = -2	F = 11

44) COc1ccc2c(c1)CCc1c-2nc2ccccc2c1N1CCOCC1
  A = 4.5µM*	B = ?	C = ?	D = ?	E = 0	F = 5

45) CC1=C(C)[N+](=O)C2(O)CCCCC2(C)N1[O-] (configuration not stated)
  A = 12%	B = 50%[activator]	C = 69%[activator]	D = ·	E = -7	F = 16

46) CN1CCC/C1=C1/C(=O)N(c2ccccc2)N=C1NC(=O)Nc1cccc(Cl)c1
  A = 0%	B = 0%	C = -10%	D = 1%	E = -2	F = 31

47) O=C(Nc1cc(F)ccc1F)C1CCCN(c2ncnc3c2nc2n3CCCCC2)C1 (configuration not stated)
  A = ?	B = ?	C = ?	D = 7%	E = -6	F = -10

48) O=c1c(Cl)c(NCc2ccccc2)cnn1C12CC3CC(CC(C3)C1)C2
  A = 31%[activator]	B = ?	C = 10µM*	D = 1%	E = 5	F = 15

49) CCOc1ccc(OCC)c(-c2c(=O)n(OCc3ccc(Cl)cc3)c3ccccc3[n+]2[O-])c1
  A = ?	B = ?	C = ?	D = -4%	E = -3	F = 10

50) Cc1cc(=O)[nH]c2ccc(S(=O)(=O)N3CCOCC3)cc12
  A = 12%	B = -3%	C = ?	D = 0%	E = 6	F = -9

51) O=C(CCc1nnc(Cc2c[nH]c3ccccc23)o1)NCC1CC12CCCCC2 (configuration not stated)
  A = 16%	B = ?	C = ?	D = 1%	E = 5	F = 3

52) CCOc1ccccc1/C=c1\sc2ncnn2c1=O
  A = 11%	B = 36%[activator]	C = -3%	D = -7%	E = -1	F = -1

53) Cc1nn(-c2ccc(C(=O)O)cc2)c(=O)c2ccccc12
  A = 21%	B = 1%	C = 10%	D = 2%	E = -9	F = 27

54) Cc1cc(C)c(NC(=O)CNC(=O)c2ccccc2OCc2c(C)noc2C)c(C)c1
  A = -11%	B = 19%	C = 1%	D = ·	E = ·	F = ·

55) Cc1ccc(NC(=O)Cc2nnc(SCC(=O)Nc3nncs3)n2C)c(C)c1
  A = -5%	B = -2%	C = 6%	D = -16%	E = -4	F = -5

56) COc1ccc(C2C(C#N)=C(N)OC3=C2C(=O)CCC3)cc1Cn1cc([N+](=O)[O-])cn1 (configuration not stated)
  A = -3%	B = -7%	C = -3%	D = 1%	E = -1	F = -6

57) O=C(NCc1nnc(SCc2ccccc2)n1-c1ccccc1)C12CC3CC(CC(C3)C1)C2
  A = ?	B = ?	C = ?	D = 6%	E = -4	F = -3

58) O=C(O)c1ccc(NC(=S)NC(=O)c2ccc3ccccc3c2)cc1
  A = 9%	B = 39%[activator]	C = -15%	D = -29%	E = -2	F = 20

59) O=C(NCCc1ccccn1)c1cccc(S(=O)(=O)N2CCc3ccccc32)c1
  A = ?	B = ?	C = ?	D = -10%	E = 13	F = 2

60) O=C(Cc1c(F)cccc1Cl)Nc1ccccc1C(=O)N1CCOCC1
  A = 21%	B = -2%	C = 2%	D = -4%	E = -2	F = 2

61) FC(F)Oc1ccccc1/C=N/n1cnc2ccccc21
  A = ?	B = 65%[activator]	C = 76%[activator]	D = -5%	E = 50*	F = 116*

62) CCC(=O)Nc1ccc(C2=Nn3c(nnc3C(C)C)SC2)cc1
  A = ?	B = ?	C = ?	D = 2%	E = 10	F = 27

63) COC(=O)C1=C(C)N(Cc2ccc3c(c2)OCO3)C(=O)C1
  A = 0%	B = -3%	C = -1%	D = 0%	E = -6	F = -9

64) CCOC(=O)N1CCN(C(=O)c2cn(C)c3ccc(S(=O)(=O)N4CCC(C)CC4)cc3c2=O)CC1
  A = 15%	B = ?	C = -10%	D = -2%	E = -4	F = -7

Just Shiga toxin inh, for some of the entries so far:
No. | structure | Shiga toxin inh
55 | Cc1ccc(NC(=O)Cc2nnc(SCC(=O)Nc3nncs3)n2C)c(C)c1 | -5
57 | O=C(NCc1nnc(SCc2ccccc2)n1-c1ccccc1)C12CC3CC(CC(C3)C1)C2 | -3
